OPRM1-OPRD1 inv: inverse agonist of human OPRM1-OPRD1 heterodimerization. cell-based MOR-DOR heterodimer luminescence, inverse agonism. 340,000 compounds, 0.21% hits. P35372+P41143. inhibition, % at 9.3 µM. AID 504357; in the data active = inhibition above about 22%, passing the limit was not always enough;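 note: 0% = cells with DMSO and 100% = wells without cells with DMSO; values of inactives mirror those of a sister screen read the other way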
Target sequence (P35372 whole entry, looked up): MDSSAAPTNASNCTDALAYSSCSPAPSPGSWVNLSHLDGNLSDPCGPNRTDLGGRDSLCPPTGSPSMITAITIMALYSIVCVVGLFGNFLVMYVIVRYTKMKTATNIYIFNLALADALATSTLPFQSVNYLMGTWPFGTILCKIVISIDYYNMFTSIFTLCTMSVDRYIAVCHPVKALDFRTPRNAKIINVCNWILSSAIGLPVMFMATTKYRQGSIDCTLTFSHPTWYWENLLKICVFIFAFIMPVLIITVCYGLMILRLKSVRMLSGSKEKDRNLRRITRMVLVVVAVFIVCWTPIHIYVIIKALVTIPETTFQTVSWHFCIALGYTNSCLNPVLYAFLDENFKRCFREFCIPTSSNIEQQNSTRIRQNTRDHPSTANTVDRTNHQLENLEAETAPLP
Target sequence (P41143 whole entry, looked up): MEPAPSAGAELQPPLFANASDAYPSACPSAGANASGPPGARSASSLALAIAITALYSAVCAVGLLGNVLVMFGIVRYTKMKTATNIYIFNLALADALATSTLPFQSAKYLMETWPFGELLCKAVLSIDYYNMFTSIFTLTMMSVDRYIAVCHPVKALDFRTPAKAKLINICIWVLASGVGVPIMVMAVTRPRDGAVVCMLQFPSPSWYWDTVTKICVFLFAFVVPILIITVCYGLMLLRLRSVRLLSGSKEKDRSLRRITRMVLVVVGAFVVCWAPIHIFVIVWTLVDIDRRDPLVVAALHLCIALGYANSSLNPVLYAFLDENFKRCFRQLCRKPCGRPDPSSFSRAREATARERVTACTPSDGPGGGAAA
Arrestin-AP2 inh: human beta-arrestin and AP2 interaction inhibition; AID 504490; 340,000 compounds, 0.31% hits; inhibition, % at 10 µM; FITC-arrestin peptide / GST-AP2 beads, flow cytometry; AP2 beta2 appendage carries R879A mutation;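 active = inhibition above a set limit, near 3 SD of compounds lacking own fluorescence, cut at about 54% in these data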;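 note: plate controls were DMSO wells for no effect and 5 µM unlabelled arrestin peptide for full effect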
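test system = AP2 appendage R879A on GSH beads | buffer or medium = PBS plus Tween 20 (0.05%) and BSA (0.1%) | incubation = 12 min plus 1 h, RT | detection = bead flow cytometry, FITC channel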
Wnt bcat act: activates Wnt/beta-catenin signaling in a reporter cell assay; activation, % at 9.35 µM; activator, plate reader; 300,000 compounds, 1.2% hits; in the data active = activation above about 30%, passing the limit was not always enough;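 note: 0% = neutral control wells and 100% = positive control wells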
C-LANA FP: inhibitors of KSHV LANA C-terminal domain DNA binding; MBP-C-LANA/FAM-LBS DNA binding, fluorescence polarization; inhibition, % at 9 µM; 340,000 compounds, 0.078% hits; AID 504423;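 active = highest replicate inhibition at or above 60% at 9 µM, even if other replicates fall short; inactive = all replicates below 60% inhibition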;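 note: 0% = neutral control wells and 100% = 4 µM acridine orange control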
V-ATPase pHluor: regulators of yeast V-ATPase proton transport | S. cerevisiae, pHLuorin cytosolic pH fluorescence | response, % at 10 µM | 350,000 compounds, 0.37% hits | AID 504577; in the data active = response mostly above about 7.3%, no sharp cut-off; inactive = mostly below about 5.4%; note: actives read high; inactives centre near 0; some compounds called inactive have numbers as strong as hits; reference of the scale not given here
Cardiac RTF inh: cardiac RTF calcium desensitization; inhibition, % at 7.15 µM; AID 493244; IANBD-labeled cardiac RTF, Ca2+ fluorescence; 340,000 compounds, 0.12% hits;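 active = inhibition above the mean inhibition of all tested compounds plus 3 SD, cut at about 17% in these data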;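 note: assay run at fixed EC70 calcium of 1.6 mM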
Keap1 Nrf2 FP: inhibitors of human Keap1-Nrf2 protein-protein interaction. Q14145. Keap1 Kelch-Nrf2 peptide fluorescence polarization, 1536-well. inhibition, % at 9.4 µM. 340,000 compounds, 0.15% hits. AID 504523; in the data active = inhibition above about 12%;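 note: human Keap1 Kelch domain with fluorescein labeled Nrf2 9mer peptide probe; 0% = neutral control wells and 100% = peptide positive control; higher means more block of Keap1 binding to Nrf2 peptide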
cardiac RTF act: cardiac RTF calcium sensitization; IANBD-labeled TnC RTF fluorescence at EC20 calcium; 0% EC20 calcium, 100% full calcium; activation, % at 7.2 µM; P19429+P45379; 340,000 compounds, 0.24% hits;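 active = activation above the mean over all tested compounds plus 3 SD, cut at about 30% in these data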;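 note: rise in fluorescence read as greater calcium sensitivity of cardiac thin filaments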
DSG3 Ab inh: blocks pemphigus antibody binding to human desmoglein-3; P32926; DSG3-coupled beads, scFv-anti-DSG3-GFP binding, flow cytometry; active compounds read low; binding (percent of control), % at 10 µM; 310,000 compounds, 0.48% hits;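 active = binding more than 3 SD below its plate's average and above zero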;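 note: hits lower antibody fragment binding to DSG3; some compounds called inactive have numbers as strong as hits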
OPRM1-OPRD1 ag: agonists of human mu-delta opioid receptor heterodimerization | P35372+P41143 | cells, OPRM1-OPRD1 heterodimerization, luminescence | activation, % at 9.3 µM | 340,000 compounds, 0.3% hits | AID 504326; in the data active = activation above about 18%;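 note: 0% = vehicle-treated cells and 100% = reference agonist; values of inactives mirror those of a sister screen read the other way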
An asterisk follows results filed as active; · = not tested or not shown. This is a random part of the collection. About 3.1% of those tested had a hit in this group.

SMILES | OPRM1-OPRD1 inv | Arrestin-AP2 inh | Wnt bcat act | C-LANA FP | V-ATPase pHluor | Cardiac RTF inh | Keap1 Nrf2 FP | cardiac RTF act | DSG3 Ab inh | OPRM1-OPRD1 ag
O=[N+]([O-])c1cc(S(=O)(=O)N2CCCC2)ccc1NN=C1CCCCC1 | 13 | 6 | -4 | 0.4 | -3 | -2 | 2 | -4 | 103 | -2.5
OC(CNCc1ccc(F)cc1)(c1ccc(F)cc1)c1ccc(F)cc1 | -28 | 7 | -11 | -1.1 | -2 | 1 | -4 | 1 | 97 | 6.5
Cn1c(N/N=C/c2cccs2)cc(=O)n(C)c1=O | 11 | 9 | · | -0.1 | 0 | -2 | -2 | 4 | 105 | -1.8
Nc1nc(Nc2ccc(Cl)cc2)nc2ccccc12 | -25 | -2 | · | 0.8 | 0 | -7 | 0 | 6 | 102 | 5.7
O=C(CSc1nnc(Cc2ccccc2)n1Cc1ccco1)NC1CCCC1 | 19 | 3 | · | -2.3 | 4 | -1 | -3 | 6 | 96 | -3.5
Cc1ccccc1C#N | 15 | 32 | 1 | 1.6 | 0 | -3 | -4 | -7 | 108 | -2.8
Cn1c(=O)oc2cc(S(=O)(=O)Nc3ccccc3F)ccc21 | 15 | -8 | -1 | 0.2 | 5 | -11 | -2 | -2 | 94 | -3.3
O=C(COC(=O)Cc1ccccc1F)NCc1ccc(Cl)cc1 | 6 | -6 | -2 | -1.2 | -1 | 2 | -4 | 8 | 129 | -1.2
O=C(NC(CSCc1ccccc1)C(=O)N/N=C/c1ccc(O)cc1O)c1ccc([N+](=O)[O-])cc1 (centres undefined) | -21 | 26 | · | 1.1 | 6 | -3 | -1 | -1 | 102 | 4.0
COc1cc(/C=N/NC(=O)C(=O)N2CCCCCC2)ccc1O | 12 | 13 | 0 | 0.5 | 1 | 0 | 2 | 1 | · | -2.1
Cc1cc(O)c(Sc2ncn[nH]2)cc1NS(=O)(=O)c1ccc(Cl)cc1 | -7 | -6 | -3 | 0.7 | -1 | 3 | -4 | 2 | 107 | 1.7
O=C(c1cc(Sc2cccc(Cl)c2)nc2ccccc12)N1CCN(c2ccccn2)CC1 | -7 | 9 | -1 | -3.2 | 3 | 5 | -4 | 12 | 85 | 1.3
COc1ccccc1-n1ccnc(SCC(=O)NC2CCCC2)c1=O | 16 | 18 | 2 | 2.5 | 7 | 0 | 4 | 1 | 91 | -3.0
O=C(Cn1cnc2c(nnn2Cc2ccc(F)cc2)c1=O)N1CCCCC1 | 7 | -9 | · | 0.1 | -3 | -4 | -3 | -5 | 98 | -1.3
Cc1cc(C)n(CCCNC(=O)c2ccc(C)o2)n1 | 14 | 2 | -1 | 0.4 | 2 | 3 | -2 | 2 | 90 | -3.4

Next section, starting with the last 2 of the part before.
SMILES | OPRM1-OPRD1 inv | Arrestin-AP2 inh | Wnt bcat act | C-LANA FP | V-ATPase pHluor | Cardiac RTF inh | Keap1 Nrf2 FP | cardiac RTF act | DSG3 Ab inh | OPRM1-OPRD1 ag
O=C(Cn1cnc2c(nnn2Cc2ccc(F)cc2)c1=O)N1CCCCC1 | 7 | -9 | · | 0.1 | -3 | -4 | -3 | -5 | 98 | -1.3
Cc1cc(C)n(CCCNC(=O)c2ccc(C)o2)n1 | 14 | 2 | -1 | 0.4 | 2 | 3 | -2 | 2 | 90 | -3.4
COC(=O)c1cc(C(=O)OCC(=O)c2ccc3c(c2)NC(=O)CO3)cc([N+](=O)[O-])c1 | 4 | 24 | 0 | 2.5 | 6 | -11 | 3 | 2 | 96 | -0.7
O=C(/C=C/c1ccccc1)N1CCN(C(=O)c2ccco2)CC1 | -2 | 0 | · | 0.7 | -8 | -6 | 7 | -4 | 99 | 0.3
Cc1cccnc1NC1CCCCC1 | 19 | 12 | 0 | -1.2 | -2 | -8 | -2 | 4 | 100 | -4.2
Cc1ccc(C2(C(F)(F)F)NC(=O)N3CCN=C3S2)cc1 (centres undefined) | 9 | 2 | -5 | 0.8 | -1 | -13 | -3 | -1 | 101 | -1.8
Cc1cccc(NC(=O)c2ccccc2NC(=O)Cc2ccccc2)c1C | 7 | -2 | -1 | 1.9 | -1 | 2 | 3 | 6 | 120 | -1.4
O=[N+]([O-])c1cc(/C=N\Nc2ccccn2)ccc1Cl | -23 | 11 | 1 | -1.8 | -1 | -2 | -1 | -1 | 102 | 5.0
COc1cccc(C=NNc2ccc([N+](=O)[O-])cn2)c1OC | 2 | 7 | 5 | -1.2 | -29 | -2 | -3 | 4 | 117 | -0.4
O=C(CSc1ncnc2scc(-c3ccccc3)c12)Nc1ccc(C(=O)O)cc1 | 8 | -6 | 1 | 5.6 | 3 | -3 | -3 | 2 | 100 | -1.6
COc1cccc(C2=NOC(C(=O)Nc3cccc(C(C)=O)c3)C2)c1 (centres undefined) | 7 | -10 | -1 | -0.3 | -1 | -15 | 1 | -1 | 104 | -1.4
CCN(CC)S(=O)(=O)c1ccc2nc(CCl)[nH]c2c1 | 6 | 12 | 0 | 9.4 | 0 | -5 | 0 | 2 | 98 | -1.2
S=c1[nH]nc(CN2CCCCC2)n1Cc1ccccc1 | 3 | -27 | -2 | 1.9 | 0 | -5 | -4 | -5 | · | -0.6
O=C(CSc1nc2ccccc2o1)N1c2ccccc2Sc2ccc(Cl)cc21 | 8 | 34 | -3 | -2.3 | 11 | -5 | -1 | -7 | 101 | -1.5
NC(=O)CSc1nc2scc(-c3ccco3)c2c(=O)n1-c1ccccc1 | 7 | 1 | · | 2.8 | 0 | -7 | -15 | 1 | 102 | -1.1
Cc1cccc(C(=O)OCC(=O)N2CCN(C(=O)c3ccco3)CC2)c1O | 7 | -6 | 1 | 0.4 | 5 | 0 | -4 | 6 | 91 | -1.2
CCCn1nnc(NC(=O)C(C)Oc2ccc(Cl)cc2Cl)n1 (centres undefined) | 8 | 2 | -3 | -0.9 | -2 | 1 | -4 | 1 | · | -1.3
Cc1ccc([N+](=O)[O-])cc1N=Nc1c(C)[nH]n(C(N)=S)c1=O | 9 | -13 | -5 | 0.5 | -1 | -3 | -5 | -3 | 98 | -2.1
Cc1oc(-c2ccc(Cl)cc2)nc1CS(=O)CC(=O)NCCCN1CC(C)CC(C)C1 (centres undefined) | -3 | 0 | -1 | 0.3 | -4 | -4 | 1 | -6 | 98 | 0.6
C#CCOCCOCCOCCNc1nc(N2CCN(C(=O)CCCCCCCCCCNC(=O)Cn3cc(C[C@@H](C)O)nn3)CC2)nc(N2CCN(C(=O)CCCCCCCCCCNC(=O)Cn3cc(C[C@@H](C)O)nn3)CC2)n1 | 18 | 10 | -2 | 2.2 | 2 | 0 | -5 | -2 | 109 | -3.2
CN(C)c1ccc(S(=O)(=O)N2CCCCC2)cc1NC(=O)C1=NN(c2ccccc2)C(=O)CC1 | 5 | -12 | -1 | -1.9 | 3 | -1 | 0 | -2 | 93 | -1.0
CC(=O)Nc1cccc(/C(C)=N/NC(=O)c2ccc3c(c2)OCO3)c1 | 15 | -8 | 4 | 0.2 | 0 | -13 | 3 | 1 | 104 | -2.8
O=C(Nc1ccc(S(=O)(=O)N2CCCCC2)cc1)c1ccc(CN2CCc3ccccc3C2)cc1 | -9 | 17 | · | 1.6 | -1 | -20 | -2 | -3 | 105 | 1.5
COC(=O)c1ccc(CSc2nc3c(cnn3-c3ccc(C)cc3)c(=O)[nH]2)o1 | -6 | -5 | -2 | -0.8 | 0 | -14 | -3 | 3 | 89 | 1.0
CCN1CCN(CCC(=O)Nc2ccc(C)cc2)CC1 | 5 | 29 | 0 | 0.4 | -3 | 6 | -1 | -4 | 90 | -1.1
COC(=O)N/N=C/c1cn(CCOc2cccc(OC)c2)c2ccccc12 | 3 | 6 | 0 | -0.8 | -2 | -6 | -5 | -4 | 98 | -0.8
COc1ccc(Nc2nc(Cl)nc(NCc3ccco3)n2)c(OC)c1 | -15 | 7 | -11 | -1.0 | 12 | -10 | 3 | 4 | 100 | 2.6
Cc1cccc(NC(=O)CCNS(=O)(=O)c2cccc3nsnc23)c1C | 6 | -8 | 0 | 0.7 | 2 | -7 | 0 | 3 | · | -1.0
CCOc1ccc(S(=O)(=O)N(CC(=O)N/N=C/c2ccc(-c3ccc([N+](=O)[O-])cc3)o2)c2ccccc2)cc1 | -7 | 5 | · | 1.2 | -3 | -24 | 0 | 4 | 103 | 1.5
CCOC(=O)[C@@H]1[C@H]2COc3ccccc3[C@@H]2N2C(=O)N(c3ccc(F)cc3)C(=O)[C@]12C | 0 | 4 | -2 | 1.1 | 4 | 0 | 2 | 1 | 100 | 0.0
O=C(NCCCN1CCOCC1)c1ccc2c(c1)N(Cc1c(F)cccc1Cl)C(=O)c1ccccc1S2 | 6 | -15 | -5 | -0.8 | 1 | -3 | -6 | 0 | 108 | -1.1
COC(=O)C1=C(C)NC(=O)C1(NC(=O)c1ccncc1)C(F)(F)F (centres undefined) | -4 | -11 | -5 | 0.2 | -3 | -1 | 1 | -10 | 106 | 0.6
O=C(NCC(c1ccco1)N1CCc2ccccc2C1)C(=O)Nc1ccccc1 (centres undefined) | -6 | 15 | -2 | 0.0 | 1 | -1 | -1 | -12 | 98 | 0.9
CC(NC(=O)c1ccccc1)C(=O)OCC(=O)c1ccc(Br)cc1 (centres undefined) | 19 | 1 | 1 | -1.0 | 8 | -10 | 5 | 3 | 100 | -3.2
Cc1cc(OCC(=O)OCC(=O)Nc2cccnc2Cl)ccc1Cl | 14 | -2 | 0 | -1.6 | -1 | -61 | 4 | -6 | 102 | -2.9
CCn1c(-c2ccc[nH]c2=O)nc2ccccc21 | 9 | 5 | -1 | -1.1 | -1 | -8 | 4 | -2 | 94 | -1.6
O=C(CCCc1ccccc1)Nc1ccnn1C1CCN(Cc2ccccn2)CC1 | -13 | 5 | -1 | 1.1 | 4 | -10 | -4 | 5 | 117 | 3.1
C=CCNC(=S)NCc1cccnc1 | 5 | 1 | -1 | 0.3 | 4 | -2 | -2 | 0 | 101 | -0.8
c1cncc(-c2ccnc3ncnn23)c1 | 9 | 0 | -8 | 0.5 | 2 | -2 | 2 | -1 | 87 | -1.4
COc1ccccc1-c1ccc(/C=C2\C=CC(=O)O2)o1 | · | -4 | 1 | -2.1 | 2 | · | -61 | · | 108 | ·
COCCCNC(=O)c1cc2cc3cc(OC)ccc3nc2o1 | 9 | 19 | 0 | -0.8 | 2 | -5 | 3 | 0 | 88 | -1.6
COc1cc(C(=O)N2c3ccccc3CCC2C)cc(OC)c1OC (centres undefined) | 7 | 8 | 0 | 0.1 | -1 | -2 | -1 | -2 | 107 | -1.2
Cc1ccc(NC(=O)COC(=O)CNC(=O)c2ccc3ccccc3c2)c([N+](=O)[O-])c1 | -7 | -4 | -1 | 1.1 | -1 | 4 | -4 | -2 | 90 | 1.0
COc1ccc(C)cc1N(CC(=O)N/N=C/c1ccc2c(c1)OCO2)S(C)(=O)=O | 3 | 9 | -1 | -0.7 | -1 | 4 | -1 | 3 | 112 | -0.5
CC(C)CC(O)(CC(C)C)C(=O)NNc1ccccc1 | 11 | 2 | · | 1.7 | 2 | -10 | 2 | 2 | 100 | -1.9
